Source: PubChem BioAssay (National Center for Advancing Translational Sciences (NCATS))
SW480 rereplic = DNA re-replication induction in SW480 cells; SW480 DNA re-replication, Hoechst DNA content imaging, 48 h; Potency, µM (titrated, usually from 46.1 µM), for the others: at the highest dose re-replication activation, actives largely listed as activators; actives 1.8% (n = 340,000); AID 624297; further: % of control where 0% means no effect; nearly all actives have a fitted effect of over 55% in size
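Quantitative HTS format with DMSO vehicle controls; 48 hr drug incubation at 37 C, then 40 min Hoechst staining and scanning imager measurement at 405 nm excitation.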
HT1080 IDH1KD tx = HT-1080 IDH1 knockdown cell toxicity (counter line). HT-1080 IDH1 knockdown viability, ATP luminescence, 48 h. Potency, µM (titrated, usually from 46.1 µM), without a hit: at the highest dose activity, negative = toxicity, actives largely listed as cytotoxic. actives 2% (n = 360,000). AID 686971;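 further: 0% = DMSO wells and -100% = cell-free medium wells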
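CellTiter-Glo luminescence after 48 h compound exposure at 37 degrees C of IDH1-knockdown HT-1080 cells in 5% FBS RPMI. %Activity scaled between DMSO wells and cell-free media wells, with curves fitted and assigned curve classes.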
HT1080-NT tox = kills 2HG-producing HT-1080-NT fibrosarcoma cells | actives 1.6% (n = 360,000) | Potency, µM (series often up to 46.1 µM), without a hit: top-dose activity, negative = less viability, hits mostly cytotoxic | AID 686970 | HT-1080-NT fibrosarcoma viability, CellTiter-Glo ATP luminescence, 48 h;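 further: NT is the 2HG producing partner of a matched IDH1 knockdown line; 0% = DMSO-treated cells and -100% = media-only wells without cells; nearly all actives have a fitted effect of over 55% in size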
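HT-1080-NT fibrosarcoma cells (2HG-overproducing), 750 cells/well in RPMI with 5% FBS, dosed after 2 h and incubated 48 h at 37C. CellTiter-Glo luminescence normalized to DMSO and no-cell wells; concentration-response curves fitted and classed.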
KB-3-1 tox = KB-3-1 parental cell cytotoxicity; Potency, µM (top dose mostly 46.1 µM), inactives show top-dose activity change, negative = cytotoxic, hits mostly cytotoxic; KB-3-1 viability, CellTiter-Glo ATP luminescence, 72 h; AID 1347075; actives 1.4% (n = 400,000); further: on the % scale 0 is the no-effect control and ±100 the full control effect; nearly all actives have a fitted effect of over 60% in size
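Parental KB-3-1 adenocarcinoma cells in phenol-red-free DMEM with 10% FBS were pin-treated with compounds at several concentrations, incubated 72 h at 37 °C, and viability read by CellTiter-Glo luminescence; concentration-effect curves were fitted after normalization.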
GLP1R inv ag = GLP-1 receptor (human) inverse agonism. Potency, µM (top dose mostly 38.3 µM), for inactives: at the highest dose activity change, negative = inhibition, actives largely listed as inhibitors. actives 1.6% (n = 410,000). P43220. HEK293 GLP-1R CRE-luciferase, luminescence, 24 h; GLP-1R form is constitutively active; further: on the % scale 0 is the no-effect control and ±100 the full control effect; nearly all actives have a fitted effect of over 55% in size
Target sequence (P43220 whole entry, looked up): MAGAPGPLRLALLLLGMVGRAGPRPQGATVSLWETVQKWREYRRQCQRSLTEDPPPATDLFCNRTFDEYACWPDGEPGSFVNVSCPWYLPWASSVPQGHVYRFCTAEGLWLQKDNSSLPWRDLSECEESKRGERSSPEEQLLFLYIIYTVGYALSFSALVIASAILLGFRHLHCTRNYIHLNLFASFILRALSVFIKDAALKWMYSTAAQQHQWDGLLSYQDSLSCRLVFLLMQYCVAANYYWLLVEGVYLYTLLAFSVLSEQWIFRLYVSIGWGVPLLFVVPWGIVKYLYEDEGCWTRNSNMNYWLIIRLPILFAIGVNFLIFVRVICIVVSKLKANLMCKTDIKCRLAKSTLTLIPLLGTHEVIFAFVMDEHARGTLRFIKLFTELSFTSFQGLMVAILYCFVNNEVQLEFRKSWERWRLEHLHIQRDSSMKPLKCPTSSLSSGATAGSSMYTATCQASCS
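Luminescence readout: a drop in cAMP-driven luciferase signal flags inverse agonism at a constitutively active GLP-1R stably expressed in HEK293. Compound exposure lasted 24 hr at 37 deg C, 5% CO2.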
GLP1R cytotox = cytotoxicity counter-screen for GLP-1 receptor inverse agonists | HEK293 cAMP-luciferase reporter cells, luminescence, 24 h | Potency, µM (series often up to 38.3 µM), inactives show at the highest dose activity change, negative = inhibition, hits mostly inhibitors | actives 0.13% (n = 410,000);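 further: loss of luciferase light is scored as toxicity; on the % scale 0 is the no-effect control and ±100 the full control effect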
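1536-well qHTS counterscreen of the MLSMR; 200 cells/uL, 12 h pre-incubation, 23 nL cpd, 24 h at 37 deg C 5% CO2, luciferase detection reagent, 12 min RT, luminescence. Inhibition = undesired.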
KB-V1 cytotox = kills drug-selected multidrug resistant KB-V1 cells; AID 1347076; KB-V1 MDR cells viability, CellTiter-Glo, 72 h; Potency, µM (highest dose often 46.1 µM), without a hit: at the top dose activity change, negative = cytotoxicity, hits mostly cytotoxic; actives 3.4% (n = 400,000); further: on the % scale 0 is the no-effect control and ±100 the full control effect; nearly all actives have a fitted effect of over 60% in size
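In this primary screen, KB-V1 cells overexpressing P-gp are incubated with library compounds (lowest to highest concentration) for 72 h at 37 degrees C before a luminescent ATP viability read.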
TDP43 rescue = TDP-43 toxicity inhibition in yeast; AID 652104; actives 1.8% (n = 410,000); Potency, µM (top dose mostly 46.1 µM), inactives show top-dose growth rescue (activation), usual class: activators; TDP-43 expressing yeast growth rescue, BacTiter-Glo, 24 h; further: % of control where 0% means no effect; nearly all actives have a fitted effect of over 50% in size
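Yeast cells expressing TDP-43 under galactose induction are exposed to compounds for 24 hr at 30 deg C. BacTiter-Glo luminescence measures growth, so protective compounds score as activators.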
GLP-1R agonist = agonists of human GLP-1 receptor. Potency, µM (highest dose often 45.6 µM), without a hit: at the top dose activation, hits mostly activators. HEK293 GLP-1R CRE-luciferase, luminescence, 4-6 h; cells express a hypersensitive GLP-1R form. P43220. actives 0.007% (n = 380,000). AID 624172; further: % of control where 0% means no effect
Active calls of the source: *; ? = inconclusive; . = not tested or not shown; [ ] = dose if it differs, or a comment. The call rests on the fitted dose curve; in most records, active means well fitted curve in the direction sought with a large enough effect; inconclusive means small, poorly fitted or top-dose-only effect, or another doubt; inactive means no such curve, though single readings can be large; an effect the other way counts as inactive or inconclusive. Potency means the concentration at half of the fitted maximal effect.

SMILES	SW480 rereplic	HT1080 IDH1KD tx	HT1080-NT tox	KB-3-1 tox	GLP1R inv ag	GLP1R cytotox	KB-V1 cytotox	TDP43 rescue	GLP-1R agonist
O=C(COc1ccc(Cl)cc1)Nc1ccc2oc(=O)ccc2c1	2%	2%	7%	-1%	0%	12%	?	6%	4%
CNC(=O)NC(=O)C(C)N1CCN(C/C=C/c2ccccc2)CC1 (stereo not given)	2%	0%	-6%	-4%	6%	-3%	-26%	-19%	1%
CCOC(=O)NC(Nc1cc(C)on1)(C(F)(F)F)C(F)(F)F	-3%	9%	11%	21%	5%	-1%	10%	0%	1%
CSc1ccc(-c2nc3c(C)cccn3c2Nc2ccc3c(c2)OCCO3)cc1	.	.	.	-2%	?	-6%	1%	-7%	.
CCc1ccc(CN2CCC(C(=O)Nc3ccc(Oc4ccccc4)nc3)CC2)o1	-6%	?	0%	?	8.9µM*	-10%	-34%	1%	15%
c1ccc(Cn2nnnc2C(c2cccs2)N2CCSCC2)cc1 (stereo not given)	4%	0%	0%	0%	-29%	10%	?	-6%	0%
O=C1Nc2ccc(S(=O)(=O)Nc3ccccc3O)c3cccc1c23	.	.	.	-9%	23%	-17%	17%	16%	.
O=C(Nc1ccc(Cl)c(S(=O)(=O)N2CCOCC2)c1)c1ccc2c(c1)OCO2	0%	-13%	-9%	-29%	11µM*	-17%	?	-1%	0%
CN(C(=O)CSc1nncn1C)C1CCCN(Cc2ccccc2F)C1 (stereo not given)	1%	-1%	2%	0%	-6%	4%	-1%	11%	0%
COC(=O)c1ccc(NC(=O)Nc2ccc3c(c2)nc(C)n3C)cc1	-13%	-7%	-13%	0%	-12%	-11%	?	-15%	7%
CC1(C(=O)NC2CCCCC2)CCC(=O)N1CC(F)(F)F (stereo not given)	.	16%	23%	0%	18%	1%	0%	14%	-3%
O=C(Oc1ccc(-n2cnnn2)cc1)c1ccccc1	-85%[inhibitor]	5%	-14%	2%	34%	4%	1%	-19%	6%
Cc1cc2nc(CSc3ccccc3)cc(=O)n2[nH]1	-5%	-3%	-4%	2%	12%	4%	-25%	-1%	-4%
COc1ccc(-c2c(-c3ccc(OC)nc3)c3ccccc3n2C)cc1	?	-14%	-14%	0%	0%	-18%	0%	?	14%
Oc1c(C(c2ccccc2)N2CCN(Cc3ccccc3)CC2)sc2ncnn12 (stereo not given)	19%	-1%	-3%	0%	0%	0%	-5%	-6%	-2%
CCOc1ccccc1NC(=O)c1cccc(NC(=O)C2CCCC2)c1	8%	-7%	-2%	?	?	-23%	?	?	-5%
COc1ccc(/C=C2/SC(=O)N(CCNC(=O)CC(NC(C)=O)c3ccccc3)C2=O)cc1 (stereo not given)	-14%	5%	-2%	21%	6%	0%	26%	-19%	13%
Cc1cc(C(=O)CN2C(=O)NC3(CCCCC3)C2=O)c(C)n1C	-745%[1.84 µM]	6%	6%	13%	4%	-6%	?	17%	4%
C=CCC1(CC=C)CCCN1C(=O)CC1C(=O)NCCN1Cc1cccc(OC)c1OC (stereo not given)	-14%	13%	7%	6%	1%	10%	?	19%	4%
CCOC(=O)N1CCN(C(=O)COc2ccccc2Cl)CC1	-1%	20%	19%	9%	-24%	-2%	2%	?	-3%

A stretch from further up, as a working copy:
SMILES	SW480 rereplic	HT1080 IDH1KD tx	HT1080-NT tox	KB-3-1 tox	GLP1R inv ag	GLP1R cytotox	KB-V1 cytotox	TDP43 rescue	GLP-1R agonist
COc1ccc(-c2c(-c3ccc(OC)nc3)c3ccccc3n2C)cc1	?	-14%	-14%	0%	0%	-18%	0%	?	14%
Oc1c(C(c2ccccc2)N2CCN(Cc3ccccc3)CC2)sc2ncnn12 (stereo not given)	19%	-1%	-3%	0%	0%	0%	-5%	-6%	-2%
CCOc1ccccc1NC(=O)c1cccc(NC(=O)C2CCCC2)c1	8%	-7%	-2%	?	?	-23%	?	?	-5%
COc1ccc(/C=C2/SC(=O)N(CCNC(=O)CC(NC(C)=O)c3ccccc3)C2=O)cc1 (stereo not given)	-14%	5%	-2%	21%	6%	0%	26%	-19%	13%
Cc1cc(C(=O)CN2C(=O)NC3(CCCCC3)C2=O)c(C)n1C	-745%[1.84 µM]	6%	6%	13%	4%	-6%	?	17%	4%
C=CCC1(CC=C)CCCN1C(=O)CC1C(=O)NCCN1Cc1cccc(OC)c1OC (stereo not given)	-14%	13%	7%	6%	1%	10%	?	19%	4%
CCOC(=O)N1CCN(C(=O)COc2ccccc2Cl)CC1	-1%	20%	19%	9%	-24%	-2%	2%	?	-3%

More results follow.
SMILES	SW480 rereplic	HT1080 IDH1KD tx	HT1080-NT tox	KB-3-1 tox	GLP1R inv ag	GLP1R cytotox	KB-V1 cytotox	TDP43 rescue	GLP-1R agonist
CCOC(=O)/C=C1/SCC(=O)N1CC(=O)Nc1ccc2c(c1)CCC2	9%	-3%	3%	1%	-11%	-3%	0%	-5%	-2%
Cc1noc(C)c1S(=O)(=O)N1CCCC(C(=O)N2CCc3ccccc3C2)C1 (stereo not given)	-5%	-12%	0%	3%	-2%	-8%	8%	9%	7%
COc1ccc(OCC(=O)NC(=S)Nc2ccc(S(=O)(=O)Nc3cc(C)on3)cc2)cc1	-8%	4%	3%	9%	11%	-3%	3%	13%	-5%
CCc1ccccc1NC(=O)c1ccc2c(O)c(S(=O)(=O)c3ccc(OC)cc3)c(=O)[nH]c2c1	?	2%	5%	24%	14%	-6%	14%	-13%	-1%
COCCNC(=O)C1(C)CCN(C(=O)c2ccc3sccc3c2)C1 (stereo not given)	.	9%	11%	0%	21%	-1%	-3%	-5%	-4%
C[C@@H](NC(=O)c1ncn2c1C(=O)NC[C@@H]2C)c1ccccc1	.	11%	17%	26%	15%	-2%	18%	17%	0%
O=C(O)CCC(=O)Nc1ccc2c(c1)oc1ccccc12	3%	8%	1%	-29%	0%	2%	3%	-22%	-5%
O=C(CSCc1cnn(-c2ccccc2)c1-n1cccc1)NCc1cccs1	-9%	1%	-7%	-3%	?	14%	3%	?	6%
COC(=O)Cc1ccc(NC(=S)NCCO)cc1	2%[9.22 µM]	0%	17%	5%	8%	1%	-13%	10%	-3%
CCOC(=O)c1cccc(NC(=O)CSc2nnc(C)n2CC2CCCO2)c1 (stereo not given)	-8%	10%	0%	-1%	-3%	15%	-3%	11%	4%
O=C(c1cccs1)n1nc(-c2ccco2)nc1SCc1ccccc1	2%	-1%	0%	3%	-5%	0%	18%	8%	-11%
O=S(=O)(c1ccccc1)c1cnc(-c2ccccc2)nc1N1CCCC1	2%	-19%	-1%	-6%	?	12%	-6%	?	1%
Oc1ccc(Nc2nc(Cl)nc(NCc3ccco3)n2)cc1	?	-5%	-7%	3%	22%	25%	-26%	14%	15%
COC(=O)c1cn(-c2ccccc2)nc1-c1cccnc1	-2%	10%	6%	2%	0%	1%	?	0%	7%
N#Cc1ccc(C(=O)N2CCC3CC2c2cc(-c4ccc(F)cc4)ccc23)cc1 (stereo not given)	-2%	-14%	-16%	0%	?	-1%	-1%	28%	2%
O=C(Nc1ccccc1NS(=O)(=O)c1ccc(F)cc1)C1CCC1	4%[1.84 µM]	-10%	-11%	-8%	-25%	-17%	?	.	-3%
COc1ccc(S(=O)(=O)N2CCOCC2)cc1NC(=O)COC(=O)C1COc2ccccc2O1 (stereo not given)	-7%	1%	1%	6%	18%	-7%	1%	-3%	-1%
C/C(=N\NC(=O)c1nnn(-c2nonc2N)c1-c1ccccc1)c1cccnc1	-8%	20%	16%	6%	27%	-5%	19%	0%	-2%
O=C(Nc1ccccc1C(=O)O)c1cncc(Br)c1	-24%	11%	5%	1%	12%	-4%	-3%	-5%	-11%
CSCC[C@H](NC(=O)OC(C)(C)C)C(=O)N1CCC(C(=O)N[C@H](C(=O)O)C(C)C)CC1	-2%	1%	12%	-2%	6%	7%	11%	-11%	-3%

Reprinted from the part before: 4 compounds, followed by the next part.
SMILES	SW480 rereplic	HT1080 IDH1KD tx	HT1080-NT tox	KB-3-1 tox	GLP1R inv ag	GLP1R cytotox	KB-V1 cytotox	TDP43 rescue	GLP-1R agonist
COc1ccc(S(=O)(=O)N2CCOCC2)cc1NC(=O)COC(=O)C1COc2ccccc2O1 (stereo not given)	-7%	1%	1%	6%	18%	-7%	1%	-3%	-1%
C/C(=N\NC(=O)c1nnn(-c2nonc2N)c1-c1ccccc1)c1cccnc1	-8%	20%	16%	6%	27%	-5%	19%	0%	-2%
O=C(Nc1ccccc1C(=O)O)c1cncc(Br)c1	-24%	11%	5%	1%	12%	-4%	-3%	-5%	-11%
CSCC[C@H](NC(=O)OC(C)(C)C)C(=O)N1CCC(C(=O)N[C@H](C(=O)O)C(C)C)CC1	-2%	1%	12%	-2%	6%	7%	11%	-11%	-3%
Brc1ccccc1-n1nnc(-c2ccnc3ccccc23)n1	?	-19%	0%	?	-26%	?	2%	1%	12%
CC(=O)Nc1n[nH]c(=S)s1	-3%	?	?	?	-29%	1%	-10%	-4%	-8%
CC(C)[C@H](NC(=O)N1CCC(Cc2ccccc2)CC1)C(=O)O	-15%	5%	-2%	-6%	?	-13%	-18%	-5%	-3%
O=C(O)Cc1ccc2c(c1)N(S(=O)(=O)c1cccc(C(F)(F)F)c1)CC(C(=O)O)O2 (stereo not given)	-5%	21%	19%	16%	13%	-11%	9%	9%	-12%
O=C(Cc1ccccc1)NCC1CCCO1 (stereo not given)	-5%	14%	4%	7%	0%	-1%	25%	0%	-8%
